# CHO parental Ca – counter-screen for OX1R antagonists: effect in parental CHO cells; parental CHO-K1, ATP-induced calcium, Fluo-8 fluorescence; inhibition, % at 5.6 µM; 0.63% of 330,000 active;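 active means inhibition above that plate's mean sample inhibition plus 3 SD, cut at about 26% in these data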;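 further: 0% = ATP-challenged DMSO wells and 100% = DMSO wells without ATP; some compounds past the cut are filed as inactive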
#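 Material: Parental CHO cells | Reagent: ATP | Compound dosing: Single nominal dose of 5.6 µM per compound | Detection: Intracellular calcium via Fluo-8 no-wash fluorescent dye | Read-out: % inhibition of ATP-induced calcium mobilization | Benchmarks: Low control ATP plus DMSO, high control DMSO only | Replicates: Singlicate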
# V1aR counter – V1a receptor agonism, counter-screen for OXTR agonists; AID 2797; P37288; activation, % at 3 µM; CHO-V1R cells, Fluo-8 calcium fluorescence, agonist mode; 0% DMSO, 100% 3 nM vasopressin; 0.25% of 320,000 active;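 active means activation above the mean activation of all tested compounds plus 3 SD, per screening run, cut at about 20% in these data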;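 further: signal is peak over basal fluorescence ratio across a 100 second FLIPR read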
# Target sequence (P37288 whole entry, looked up): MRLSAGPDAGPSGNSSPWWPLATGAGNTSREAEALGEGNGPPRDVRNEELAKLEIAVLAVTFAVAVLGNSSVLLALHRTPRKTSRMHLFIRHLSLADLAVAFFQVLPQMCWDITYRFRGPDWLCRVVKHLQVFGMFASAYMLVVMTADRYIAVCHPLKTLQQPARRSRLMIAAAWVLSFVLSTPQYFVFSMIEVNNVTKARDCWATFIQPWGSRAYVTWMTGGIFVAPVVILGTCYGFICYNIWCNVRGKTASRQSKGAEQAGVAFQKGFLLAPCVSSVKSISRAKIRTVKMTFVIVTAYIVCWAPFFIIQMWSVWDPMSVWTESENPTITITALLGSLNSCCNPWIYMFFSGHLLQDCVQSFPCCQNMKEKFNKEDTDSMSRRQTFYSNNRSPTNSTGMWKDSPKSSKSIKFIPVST
# OXTR potentiator – potentiators of human oxytocin receptor | activation, % at 3 µM | P30559 | 0.061% of 320,000 active | CHO-OTR cells, Fluo-8 calcium fluorescence, potentiator mode; 0% = oxytocin EC15, 100% = EC100;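 active means activation above that plate's cutoff, the mean activation of tested compounds plus 3 SD, cut at about 6.6% in these data, passing the limit was not always enough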;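 further: 100% uses oxytocin at 75 nM as the full agonist control; some results filed as inactive read as strong as hits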
# Target sequence (P30559 whole entry, looked up): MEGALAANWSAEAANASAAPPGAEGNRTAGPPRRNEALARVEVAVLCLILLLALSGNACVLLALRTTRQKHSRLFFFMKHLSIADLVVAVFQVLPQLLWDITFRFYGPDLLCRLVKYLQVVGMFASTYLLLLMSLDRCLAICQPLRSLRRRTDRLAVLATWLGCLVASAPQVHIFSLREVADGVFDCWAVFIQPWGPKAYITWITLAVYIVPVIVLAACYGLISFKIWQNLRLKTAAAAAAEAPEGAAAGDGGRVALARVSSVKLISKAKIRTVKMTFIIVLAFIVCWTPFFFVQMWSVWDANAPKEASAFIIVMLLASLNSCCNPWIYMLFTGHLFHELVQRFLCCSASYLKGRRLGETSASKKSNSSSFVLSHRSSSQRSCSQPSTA
#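 Material: human OTR in CHO cells. Compound: 3.0 µM, one dose. Timing: compound 6 min at room temperature before oxytocin, 100 s read. Evaluation: % activation of max/min ratio relative to oxytocin controls. Replication: single well per compound, singlicate. Signal: Fluo-8 calcium dye fluorescence.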
# CHO-K1 Ca antag – nonselective inhibitor or artifact in parental CHO-K1 cells. ATP-induced calcium, Fluo-8 fluorescence. inhibition, % at 3 µM. 0.6% of 360,000 active;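 active means inhibition above a per-plate cutoff, the plate's mean sample inhibition plus 3 SD, cut at about 24% in these data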;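 further: 0% = DMSO plus EC80 ATP and 100% = DMSO alone without ATP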
# TAAR1 antag – antagonists of human TAAR1; CHO RD-HGA16 TAAR1, Fluo-8 calcium fluorescence, antagonist; inhibition, % at 3 µM; 1.5% of 360,000 active;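 active means inhibition above a per-plate cutoff, the mean inhibition of test compounds on that plate plus 3 SD, cut at about 49% in these data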;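 further: 0% = DMSO plus EC80 beta-PEA response and 100% = DMSO alone without agonist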
#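 Test system: hTAAR1-expressing CHO RD-HGA16 cells, Gα16-coupled; Probe or stimulus: EC80 β-phenethylamine stimulus; Compound dosing: single nominal final test compound concentration of 3 µM; Timing: 140 s kinetic read after compound, 140 s after agonist; Signal: Fluo-8 calcium-sensitive fluorescence; Measure: % inhibition of agonist calcium response; Controls: DMSO and EC80 PEA controls.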
# M1 PAM parental – counter-screen for M1 PAMs: effect in parental CHO-K1 cells. ATP EC20, Fluo-8 calcium fluorescence; 0% at ATP EC20, 100% at ATP max. 0.02% of 360,000 active. activation, % at 3 µM. AID 602247;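 active means activation above the run cutoff, the mean activation of all test compounds plus 3 SD, cut at about 40% in these data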;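 further: peak over basal fluorescence ratio in a 140 s read after ATP addition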
# GPR7 antagonist – blocks human GPR7 receptor signaling. inhibition, % at 4.4 µM. P48145. AID 1861. GPR7-expressing cells, fluorescence antagonist assay. 1.1% of 290,000 active; in the data active means inhibition above about 16%, passing the limit was not always enough;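 further: cells stimulated with the agonist NPW; 0% = agonist with vehicle and 100% = vehicle without agonist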
# OXTR agonist – human OXTR agonism. AID 2435. activation, % at 3 µM. P30559. 0.32% of 320,000 active. CHO-OTR cells, Fluo-8 calcium fluorescence; normalized: DMSO 0%, oxytocin 100%;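 active means activation above the mean of all tested compounds plus 3 SD, cutoff set per screening run, cut at about 20% in these data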;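 further: peak over basal fluorescence ratio from a 100 s FLIPR kinetic read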
# M1 ag parental – nonselective activator or artifact in parental CHO-K1 cells; activation, % at 3 µM; AID 602248; Fluo-8 calcium fluorescence; scaled to maximal ATP response, vehicle zero; 0.48% of 360,000 active; in the data active means activation above about 15%;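 further: untransfected CHO-K1 host cells lacking M1 receptor as counterscreen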
# An asterisk follows results filed as active; . = no result given.
SMILES,CHO parental Ca,V1aR counter,OXTR potentiator,CHO-K1 Ca antag,TAAR1 antag,M1 PAM parental,GPR7 antagonist,OXTR agonist,M1 ag parental
COc1ccc(NC(=S)NC(=O)c2cncc(Br)c2)c(OC)c1,-15,0.2,-3,-4,4,5,0,-0.4,0.3
CCOc1ccc(C(=O)Nc2ccccc2N2CCOCC2)cc1,-19,-1.1,0,-4,6,12,-4,-2.6,1.0
CCOc1ccc(-n2c(SCC(=O)Nc3ccc4c(c3)OCCO4)nc3c(c2=O)SCC3)cc1,-12,-0.2,3,-7,2,21,-8,-1.3,4.4
N#Cc1cnc2cc(-c3ccccc3)nn2c1N,1,1.0,-2,-4,-18,9,6,-2.8,0.8
O=C(CC(SCCO)c1ccc(F)cc1)c1ccco1 (stereo unspecified),10,7.4,5,-17,5,16,-6,-2.0,0.1
COc1cc(NC(=O)Nc2c(C)n(C)n(-c3ccccc3)c2=O)cc(OC)c1OC,-8,0.3,-5,1,-27,10,-4,-0.6,9.8
Cc1cc(NC(=O)Cc2ccccc2)nc2c1c(=O)oc1ccccc12,-8,-0.6,-5,-9,3,6,-6,-0.9,-0.2
COc1ccc(Cl)cc1NC(=O)c1ocnc1C,-5,0.1,-6,-18,9,19,2,-0.8,0.3
CCc1ccc(C(=O)NNC(=S)Nc2ccc(S(N)(=O)=O)cc2)s1,-12,-0.4,-17,-6,15,12,-18,-0.8,0.7
CC(C)NC(=S)N/N=C/c1ccc2c(c1)OCCO2,-6,0.5,-1,-2,-5,-6,10,-1.3,0.4

# Sorted by molecular weight (rising): some entries from above.
SMILES,CHO parental Ca,V1aR counter,OXTR potentiator,CHO-K1 Ca antag,TAAR1 antag,M1 PAM parental,GPR7 antagonist,OXTR agonist,M1 ag parental
COc1ccc(Cl)cc1NC(=O)c1ocnc1C,-5,0.1,-6,-18,9,19,2,-0.8,0.3
CC(C)NC(=S)N/N=C/c1ccc2c(c1)OCCO2,-6,0.5,-1,-2,-5,-6,10,-1.3,0.4
CCOc1ccc(C(=O)Nc2ccccc2N2CCOCC2)cc1,-19,-1.1,0,-4,6,12,-4,-2.6,1.0
Cc1cc(NC(=O)Cc2ccccc2)nc2c1c(=O)oc1ccccc12,-8,-0.6,-5,-9,3,6,-6,-0.9,-0.2
CCc1ccc(C(=O)NNC(=S)Nc2ccc(S(N)(=O)=O)cc2)s1,-12,-0.4,-17,-6,15,12,-18,-0.8,0.7
COc1ccc(NC(=S)NC(=O)c2cncc(Br)c2)c(OC)c1,-15,0.2,-3,-4,4,5,0,-0.4,0.3
COc1cc(NC(=O)Nc2c(C)n(C)n(-c3ccccc3)c2=O)cc(OC)c1OC,-8,0.3,-5,1,-27,10,-4,-0.6,9.8

# The main list resumes; the 2 compounds before the break are reprinted first.
SMILES,CHO parental Ca,V1aR counter,OXTR potentiator,CHO-K1 Ca antag,TAAR1 antag,M1 PAM parental,GPR7 antagonist,OXTR agonist,M1 ag parental
CCc1ccc(C(=O)NNC(=S)Nc2ccc(S(N)(=O)=O)cc2)s1,-12,-0.4,-17,-6,15,12,-18,-0.8,0.7
CC(C)NC(=S)N/N=C/c1ccc2c(c1)OCCO2,-6,0.5,-1,-2,-5,-6,10,-1.3,0.4
CC(C)(C)/C(O)=C/c1nc2cc(Cl)ccc2oc1=O,-13,4.5,-5,-6,-21,6,-9,5.0,1.2
NS(=O)(=O)c1ccc(Nc2nc(-c3ccccc3)cs2)cc1,8,0.7,-6,-4,34,2,-6,0.8,0.3
CCn1cc(Br)c(C(=O)NCc2ccco2)n1,-7,0.4,-10,-9,-17,25,-13,-1.0,0.3
Cn1c(N)c(C(=O)COc2ccc(Cl)cc2Cl)c(=O)n(C)c1=O,-1,0.6,1,-17,5,22,-7,-0.4,1.1
COc1ccc2cc(C(=O)N3CCN(Cc4ccc5c(c4)OCO5)CC3)[nH]c2c1,1,9.7,-11,6,-1,-11,5,8.8,4.2
Cc1noc(C)c1C(=O)OCC(=O)NCCC1=CCCCC1,-12,-1.1,-11,-7,-2,12,10,-1.3,1.2
COC(=O)c1ccc(C2C(C(C)=O)=C(O)C(=O)N2CCO)cc1 (stereo unspecified),-14,-0.4,-4,-5,-12,26,-7,-0.2,0.8
CCC(C)c1ccc(NC(=O)c2c([N+](=O)[O-])cnn2CC)cc1 (stereo unspecified),.,.,.,-3,-11,13,-14,.,0.0
CN(C)S(=O)(=O)Oc1ccsc1C(=O)Nc1cccc(Cl)c1,-4,-0.5,-15,2,18,9,-4,-1.4,0.3
Cc1ccc(NC(=O)C(C)c2ccc(-c3ccccc3)c(F)c2)cc1 (stereo unspecified),34,7.9,-15,3,55*,-6,8,2.1,1.7
Cc1ccnc(N2CCC(C(=O)NCc3ccc(F)cc3)CC2)n1,-20,0.6,-3,-20,9,17,-1,0.0,2.1
CC(C(=O)NC1CCCc2ccccc21)N1CCN(Cc2ccc3c(c2)OCO3)CC1 (stereo unspecified),-17,-1.1,-1,0,-19,15,-14,-1.9,0.0
C=CCOc1cccc(C2/C(=C(\O)c3ccc4c(c3)OCCO4)C(=O)C(=O)N2Cc2cccnc2)c1 (stereo unspecified),-10,-0.5,2,-19,-1,16,-6,-0.2,0.6
COc1ccc(OC)c(Nc2nc(-c3sc(NC(=O)CC(C)C)nc3C)cs2)c1,-21,1.0,-2,-24,32,23,4,-1.1,0.6
Cc1occc1C(=O)n1nnc2ccccc21,0,-0.4,0,.,3,.,-10,1.1,.
CCN(Cc1ccccc1)Cc1nnnn1Cc1ccccc1,-13,-0.4,-6,-2,5,-7,26*,-2.1,-0.4
COc1ccc(/C(N)=N/OC(=O)Cc2ccc(C)cc2)cc1OC,-17,1.6,1,-3,11,-6,-9,-0.4,-0.1
Cc1cc2n(n1)SC(Nc1cc(Cl)ccc1Cl)N2 (stereo unspecified),2,0.7,-6,-1,3,14,-8,-0.2,0.9
CCc1nnc(NC(=O)CSc2nnc3scc(-c4ccc(C)cc4)n23)s1,-7,0.3,-7,-10,17,8,-2,-0.2,3.5
CCc1ccc(OCC(=O)Nc2nnc(C3CCCC3)s2)cc1,-14,1.8,-3,-4,-12,18,7,1.4,0.9
Cn1cnc([N+](=O)[O-])c1S(=O)(=O)c1ccc(Cl)cc1,.,.,.,21,1,-8,12,.,0.6
CO/N=C(/CNC(=O)c1ccccc1Cl)c1ccc(Cl)cc1,-19,-0.6,-1,-3,11,15,0,-2.2,0.1
COc1cccc(/C=C/C2=CC(C)(C)NC(=S)N2)c1,-7,-0.6,-2,10,-1,3,-2,-2.6,-0.6
CC/C(=N\NC(=O)c1cc(C2CC2)[nH]n1)c1ccccc1,6,0.0,1,-5,-29,-3,10,-0.7,0.6
COc1ccc(S(=O)(=O)NCc2ccncc2)cc1NC(=O)c1ccccc1F,-17,1.1,-5,-15,8,14,.,-0.4,0.7
COc1ccc(CCCNC(=O)C2CCC(=O)N(CCc3cccc(F)c3)C2)cc1 (stereo unspecified),-26,2.5,2,-13,-2,12,-1,-0.2,1.9
O=Cc1ccc(-c2ccccc2OC(F)(F)F)o1,-8,1.0,-11,-3,0,3,-14,0.6,0.1
COc1ccc(C(=O)C2CCCN(Cc3cccn3-c3ccc(Cl)cn3)C2)c(OC)c1 (stereo unspecified),-9,9.3,-6,16,29,-10,12,7.9,11
Cc1nc2ccc(S(=O)(=O)NC(C(=O)NCc3ccco3)C(C)C)cc2s1 (stereo unspecified),-18,-0.7,-3,4,-1,0,-6,-0.1,-0.3
CC(=O)c1ccc(C(=O)NC2CCCN(Cc3ccccc3F)C2)cc1 (stereo unspecified),-9,0.9,-6,-12,5,7,0,-0.8,0.1
CC(C)[C@H]1COCCS(=O)(=O)N1Cc1ccccc1F,-5,0.1,3,-7,18,8,.,0.6,0.1
CCc1ccc(N2CSC3=C(C#N)C(c4cccs4)CC(=O)N3C2)cc1 (stereo unspecified),-7,-0.2,-6,-4,.,17,-3,-1.1,0.5
CCOc1cccc(NC(=O)/C(C#N)=C\c2cccnc2)c1,-4,-0.8,-5,-1,-26,-4,-16,0.8,0.3
Cc1ccc(C(=O)N/C(=C/c2ccco2)C(=O)Nc2cccc(C(=O)O)c2)cc1,-7,0.8,1,.,2,.,9,1.8,.
COc1cc(OC)cc(-c2c(-c3cccs3)c3cc(-c4cc(OC)c(OC)c(OC)c4)ccc3n2C)c1,-13,0.3,-5,3,19,-25,.,-0.2,-0.2
CCCCCCCCNC(=S)NCCN1CCCCC1,.,.,.,1,-28,-2,11,.,1.4
OCCN1CCN(C(=S)Nc2ccc(Oc3ccccc3)cc2)CC1,9,1.9,-4,8,-7,6,-6,1.7,1.8
CC(=O)c1cnc2nc(SCc3cccc(C)c3)nn2c1C,-15,3.4,-10,0,-4,3,8,0.1,3.0
Cn1c(=O)c2cc(S(=O)(=O)N3CCN(c4cccc(C(F)(F)F)c4)CC3)ccc2n(C)c1=O,-1,0.9,-6,-9,0,0,-6,1.8,-0.3
CSCCC1NC(=O)N(CC(=O)Nc2ccc(Br)cc2Br)C1=O (stereo unspecified),-8,-1.1,-5,-11,-10,7,-9,1.0,1.3
COC(/C(=N/O)c1ccc(Cl)cc1)c1ccccc1 (stereo unspecified),60*,1.0,-20,31*,33,-17,-3,8.3,9.3
Cc1cc(=O)n2nc(N3CCCC(C(=O)NCCc4ccccc4)C3)sc2n1 (stereo unspecified),-6,-0.1,-2,-7,-9,11,0,-0.9,0.2
Cc1ccccc1-c1cccc([C@@H]2C[C@H]3[C@H](CON3C)CN2C(=O)CCc2ccccc2)c1,.,.,.,-18,-5,17,.,.,2.2
CC(C)(CC(=O)O)CC(=O)Nc1ccccc1Oc1ccccc1,-12,0.6,-10,3,1,8,-11,2.1,4.5
Cc1ccc(C(=O)N/C(=C\c2ccco2)C(=O)N2CC(C)OC(C)C2)cc1C (stereo unspecified),.,.,.,-11,-6,5,-8,.,0.7
Oc1ccccc1-c1cc(C(F)(F)F)nc(-c2ccccc2)n1,-3,-0.2,-9,-6,-19,21,-12,-0.4,2.0
O=C(c1ccccc1)n1ccc2ccccc21,-38,-1.5,-6,-19,-9,19,7,-3.2,-0.2
O=C(/C=C/c1ccccc1)n1cnnc1SC/C=C/c1ccccc1,-2,1.7,2,-1,-2,18,3,-0.1,0.1
COc1ccc(OCC(=O)Nc2ccc(S(=O)(=O)N3CCOCC3)cc2)cc1,-12,4.8,-11,5,13,4,-9,3.6,1.3
O=C(CSc1ccc(-c2ccc(-n3cccn3)cc2)nn1)Nc1ccccc1F,-14,-1.0,-4,-1,-16,8,.,-1.8,-0.1

# From PubChem BioAssay

# Rows are unselected (roughly 3.5% active in at least one column).
